# RGS4 inh – inhibitors of human RGS4 | B-score at 10 µM | AID 463165 | P49798 | 310,000 compounds, 0.45% hits | HEK293 M3R/RGS4 inducible, Fluo-4 calcium flux; active compounds read high; triggered by carbachol at its EC20;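 active means B-score, a plate-corrected calcium signal, over three deviations above library mean, with baseline fluorescence within five deviations of library mean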;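 further: RGS4 expression induced by doxycycline in cells with stable M3 receptor; B-score is computed from the integrated fluorescence ratio over baseline after carbachol; higher B-score means a larger calcium signal and so more RGS4 inhibition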
# hERG rescue – shields human hERG channel from block by proarrhythmic agents; 310,000 compounds, 0.51% hits; Q12809; activation (rescue from dofetilide block), less the hit threshold, % at 10 µM; CHO-hERG, FluxOR thallium flux, dofetilide IC70 present;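 active means activation above the mean of controls blocked by dofetilide plus 5 SD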;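 further: thallium influx through hERG after potassium depolarization seen as dye fluorescence rise; in these data hits start at about 4.7%; inactives centre near -7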
# KCNQ1 pot – human KCNQ1 channel potentiation or activation; 310,000 compounds, 0.35% hits; P51787; AID 2648; B-score at 10 µM; CHO-K1 KCNQ1, thallium flux FluxOR fluorescence; active compounds read high;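 active means fluorescence ratio B-score, a plate-corrected score, at least three library SD, with initial intensity B-score within 5 SD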
# Target sequence (P51787 whole entry, looked up): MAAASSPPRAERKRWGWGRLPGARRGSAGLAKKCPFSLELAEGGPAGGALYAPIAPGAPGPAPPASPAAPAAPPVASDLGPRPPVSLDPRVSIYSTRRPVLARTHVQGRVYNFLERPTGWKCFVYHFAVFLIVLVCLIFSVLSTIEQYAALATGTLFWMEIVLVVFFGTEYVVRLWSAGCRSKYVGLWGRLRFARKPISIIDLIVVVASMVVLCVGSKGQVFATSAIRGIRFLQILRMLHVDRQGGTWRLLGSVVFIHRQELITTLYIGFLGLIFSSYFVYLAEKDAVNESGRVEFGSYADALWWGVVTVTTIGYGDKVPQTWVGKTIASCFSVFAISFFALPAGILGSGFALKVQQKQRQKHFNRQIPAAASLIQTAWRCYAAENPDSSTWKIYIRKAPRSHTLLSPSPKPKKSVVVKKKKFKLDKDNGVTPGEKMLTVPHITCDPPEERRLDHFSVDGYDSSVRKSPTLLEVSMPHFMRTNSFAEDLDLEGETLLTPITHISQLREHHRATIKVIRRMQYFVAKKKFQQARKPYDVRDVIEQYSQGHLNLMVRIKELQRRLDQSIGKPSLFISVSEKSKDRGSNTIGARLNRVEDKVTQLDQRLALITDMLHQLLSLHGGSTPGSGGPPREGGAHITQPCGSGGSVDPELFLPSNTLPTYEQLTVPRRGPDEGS
#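 Test system: CHO-K1 cells stably expressing KCNQ1 / Medium: assay buffer / Also added: depolarizing K+/Tl+ stimulus, K2SO4 and Tl2SO4 each 12.5 mM in 5x stock / Incubation: 90 min dye loading and 20 min compound exposure, both at room temperature / Signal: thallium influx via FluxOR fluorescence, kinetic imaging / Evaluation: B score of baseline-normalized fluorescence ratio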
# ANO1 activ – activators or potentiators of mouse TMEM16A chloride channel | HEK293 TMEM16A/YFP-H148Q/I152L, iodide quench fluorescence; active compounds read low | 340,000 compounds, 0.3% hits | Q8BHY3 | B-score at 10 µM;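 active means fluorescence-ratio B-score plate-corrected deviation score at least 3 library SD below zero, with starting fluorescence score within 5 deviations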;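 further: channel opened by trigger with iodide after compound preincubation; score built on the fluorescence ratio of max minus min over baseline; more negative score means more quench and so TMEM16A activation or potentiation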
# RGS4 act – potentiators or activators of RGS4; HEK293 M3R/inducible RGS4, carbachol calcium flux Fluo4; active compounds read low; B-score at 10 µM; 310,000 compounds, 0.92% hits; AID 463111;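 active means B-score of the integrated calcium signal more than 4 SD below the library mean, with starting fluorescence not abnormally high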;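 further: negative B-score means reduced calcium response which marks RGS4 activation or potentiation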
#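 Test system: HEK293 cells with stable M3R and inducible RGS4; also added: carbachol at ECmax as muscarinic agonist stimulus; schedule: dye loading 30 min 37 °C, buffer rest 30 min RT; technique: kinetic calcium fluorescence imaging with Fluo4-AM dye, 2 µM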
# KCNK9 inh – blocks the human KCNK9 two-pore domain potassium channel; B-score at 10 µM; HEK293 KCNK9, FluxOR thallium flux fluorescence; active compounds read low; AID 488922; Q9NPC2; 310,000 compounds, 1.2% hits;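 active means ratio B-score over 3 SD below the library mean, with starting fluorescence within 5 SD of its mean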;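 further: negative B-score means less thallium flux so channel inhibition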
# Target sequence (Q9NPC2 whole entry, looked up, the tested form may be a part): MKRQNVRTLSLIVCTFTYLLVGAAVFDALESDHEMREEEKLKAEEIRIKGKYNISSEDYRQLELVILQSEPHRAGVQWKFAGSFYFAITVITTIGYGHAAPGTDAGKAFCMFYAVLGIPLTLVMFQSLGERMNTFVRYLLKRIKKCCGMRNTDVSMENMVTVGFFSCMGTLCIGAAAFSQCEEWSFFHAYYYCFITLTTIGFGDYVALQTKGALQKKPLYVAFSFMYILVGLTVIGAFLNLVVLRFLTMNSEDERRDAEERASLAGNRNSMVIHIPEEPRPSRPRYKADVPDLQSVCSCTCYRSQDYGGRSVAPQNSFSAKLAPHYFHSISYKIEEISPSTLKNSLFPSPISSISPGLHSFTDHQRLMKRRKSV
# KCNQ1 inh – blocks the human KCNQ1 potassium channel; B-score at 10 µM; CHO-K1 KCNQ1, FluxOR thallium flux fluorescence; active compounds read high; 310,000 compounds, 1.3% hits;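 active means compounds whose thallium flux B-score, printed positive for inhibition, exceeds three library SD while starting fluorescence stays within three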;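 further: channel opened by potassium depolarization with thallium stimulus after 20 min compound exposure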
# SKKanGAS inh – blocks kanamycin growth of S. pyogenes SKKanGAS strain; BacTiter-Glo, 6 h; AID 1662; 300,000 compounds, 1.3% hits; inhibition, % at 7.5 µM;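 active means mean replicate score, as percent of positive control median, at least 50; inconclusive means mean below 50 but one replicate at or above 50; inactive means mean and every replicate below 50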;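 further: strain carries kanamycin resistance gene driven by streptokinase promoter and grows in 40 µg/ml kanamycin; loss of luminescence reflects streptokinase promoter inhibition or plain growth inhibition; 0% = median of DMSO wells and 100% = positive control at its reference dose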
# TMEM16A inh – blocks the mouse calcium-activated chloride channel TMEM16A | normalized B-score (activity score, 25-100; higher = stronger inhibition) at 10 µM | Q8BHY3 | HEK293 TMEM16A/YFP iodide influx fluorescence, ionomycin | 310,000 compounds, 1.2% hits | AID 588511;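 active means ratio plate-corrected score three or more library SD toward inhibition, starting fluorescence score within five deviations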;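 further: score derived from kinetic fluorescence span divided by baseline fluorescence per well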
# HDAC3 inh – human HDAC3 inhibition; O15379; recombinant HDAC3, fluorogenic peptide/trypsin coupled, fluorescence; inhibition, % at 8.3 µM; 320,000 compounds, 0.15% hits; AID 2718; in the data active means inhibition above about 26%, passing the limit was not always enough; inconclusive means no clear call, values can overlap the other calls
# KCNK3 block – human KCNK3 channel inhibition, primary screen; O14649; CHO-KCNK3 thallium flux, FluxOR fluorescence; active compounds read low; B-score at 10 µM; 340,000 compounds, 0.84% hits;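 active means B-score under library mean minus 4 SD, starting fluorescence ratio at most library mean plus 5 SD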;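 further: more negative B-score means stronger inhibition of thallium flux through KCNK3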
# * hit, by the source's call; i = inactive; ? = inconclusive; nt = not tested or not shown.
Structure	hERG rescue	KCNQ1 inh	ANO1 activ	RGS4 inh	SKKanGAS inh	KCNQ1 pot	KCNK9 inh	KCNK3 block	TMEM16A inh	RGS4 act	HDAC3 inh
CN(C)S(=O)(=O)c1ccc(C(=O)OCC(=O)NCc2ccccc2)cc1	-3	i	i	i	8	i	i	i	i	i	-3
C=CCNC(=O)c1onc(CSc2ccc(F)cc2)c1C(=O)NCCOC	-8	i	i	i	1	i	i	i	i	i	-12
CC(C)CCN(C(=O)CNC(=O)c1ccco1)C(C(=O)NC1CCCCC1)c1ccco1 (stereo not drawn)	1	i	nt	i	2	i	i	i	25*	i	-1
COc1ccccc1-c1nnc(SCC(=O)N2CCC(C)CC2)o1	-14	i	i	i	-17	i	i	i	i	i	-2
O=C(N1CCOCC1)C1(c2ccc(Cl)cc2)CCCC1	-6	i	i	i	-11	i	i	i	i	i	-4
CC(C)NS(=O)(=O)c1ccc(OCC(=O)Nc2cccc(F)c2)cc1	-20	i	i	i	-5	i	i	i	i	i	-2
O=C1C2ON(c3ccccc3)C(c3cccnc3)C2C(=O)N1Cc1ccccc1 (stereo not drawn)	-18	i	i	i	-8	i	i	i	i	i	-4
O=C(Nc1nc(-c2ccccc2)c(-c2ccccc2)s1)c1ccc(S(=O)(=O)N2CCCC2)cc1	-11	i	i	i	10	i	i	i	i	i	11
O=S(=O)(c1ccccc1F)N(Cc1ccco1)Cc1nnc(-c2ccccc2Br)o1	-5	i	i	i	nt	i	i	i	nt	i	nt
CC(=O)NNc1nc(-c2ccc(NC(C)=O)cc2)cs1	-13	i	i	i	0	i	i	i	i	i	8
COc1ccc(CNC(=O)Oc2ccccc2)cc1Cl	-1	i	i	i	1	i	i	i	i	i	0
NCCc1nnc(SCC(=O)c2ccc(Cl)cc2)o1	-14	i	i	i	6	i	i	i	i	i	5
CN(C)S(=O)(=O)c1ccc(Cl)c(NC(=O)CN2C(=O)NC(C)(C3CC3)C2=O)c1 (stereo not drawn)	-11	i	i	i	0	i	i	i	i	i	0
O=C(Cn1ncc2c(=O)oc3ccccc3c21)NCCCN1CCCC1=O	-5	i	i	i	-4	i	i	i	i	i	2
O=C(CSCc1ccc(Br)cc1)NC1CC1	-12	i	i	i	3	i	i	i	i	i	0
O=C(c1ccco1)N1CCN(S(=O)(=O)c2cccc(Cl)c2)CC1	-2	i	i	i	3	i	i	i	i	i	1
Cc1ccc2c(c1)[nH]c1c(N3CCN(Cc4ccccc4)CC3)ncnc12	-25	i	i	i	7	i	i	i	25*	i	-8
COc1cccc(CN2CCNC(=O)C2CC(=O)NCCc2cccc(C)n2)c1OC (stereo not drawn)	-8	i	i	i	-2	i	i	i	i	i	2
CCC(C)[C@H]1COCCS(=O)(=O)N1Cc1ccc(Br)cc1 (stereo partly drawn)	-12	i	i	i	6	i	i	i	i	i	-3
O=c1c2ccccc2nc(-c2ccccc2)n1Cc1ccco1	-23	i	i	i	8	i	i	i	i	i	-1
Cc1[nH]c2ccccc2c1CN1CCC(Cc2ccccc2)CC1	-15	i	i	i	0	i	i	i	i	i	-1
CCOc1cc(/C=N/Nc2cc(C)nc(-n3nc(C)cc3C)n2)ccc1O	-13	i	i	i	66*	i	i	i	i	i	2
COc1cccc(NC(=O)NCc2ccccc2F)c1	-5	i	i	i	0	i	i	i	i	i	1
Cn1c(N)c(C(=O)COC(=O)c2ncc(Cl)c(Cl)c2Cl)c(=O)n(C)c1=O	-29	i	i	i	3	i	i	i	i	i	6
CCOC(=O)c1cnc2c(C#N)c(C)nn2c1-c1ccccc1	-15	i	i	i	0	i	i	i	i	i	-5
Cc1ccccc1Cn1c2ccccc2c2cnn(CC(=O)NCCCN3CCOCC3)c(=O)c21	-8	i	i	i	5	i	i	i	i	i	1
COc1ccccc1C1NC(=O)NC(C)=C1C(=O)OC1CCC(C)CC1 (stereo not drawn)	-6	i	i	i	4	i	i	i	i	i	1
Cc1ccc(C)c(NC(=O)CSc2nnc(Cc3cccn3C)n2-c2ccc(F)cc2)c1	-7	i	i	i	-7	i	i	i	i	i	-7
CC(C)c1ccc(O)c(NC(=O)c2cccnc2)c1	-9	i	i	i	-6	i	i	i	i	i	2
CCCCN(C)C(=O)C1CCN(CCCc2ccccc2)CC1	-9	i	i	i	4	i	i	i	i	i	-7

# Fetched one by one from above (2):
Structure	hERG rescue	KCNQ1 inh	ANO1 activ	RGS4 inh	SKKanGAS inh	KCNQ1 pot	KCNK9 inh	KCNK3 block	TMEM16A inh	RGS4 act	HDAC3 inh
CC(C)c1ccc(O)c(NC(=O)c2cccnc2)c1	-9	i	i	i	-6	i	i	i	i	i	2
O=c1c2ccccc2nc(-c2ccccc2)n1Cc1ccco1	-23	i	i	i	8	i	i	i	i	i	-1

# Later entries
Structure	hERG rescue	KCNQ1 inh	ANO1 activ	RGS4 inh	SKKanGAS inh	KCNQ1 pot	KCNK9 inh	KCNK3 block	TMEM16A inh	RGS4 act	HDAC3 inh
Cc1ccc(-c2nc3ccccc3n3nnnc23)cc1	-2	i	i	i	-1	i	i	i	nt	i	nt
COc1ccc(C2=NN(CC(=O)NCc3ccco3)C(=O)CC2)cc1	-5	i	i	i	0	i	i	i	i	i	1
CC(Sc1nnc(Nc2ccccc2)s1)C(=O)NC1CCCc2ccccc21 (stereo not drawn)	-4	i	i	i	10	i	i	i	i	i	-5
Cc1ccc(-c2c(C(=O)NCc3ccc(F)cc3)oc(=O)c3ccccc23)cc1	-8	i	i	i	-6	i	i	i	i	i	24
CN(C)c1ccc(NC(=O)COC(=O)CCC(=O)c2ccc(F)cc2)cc1	-16	i	i	i	-5	i	i	i	i	i	-5
COC(=O)c1ccc(NC(=O)c2cc3c(CO)cnc(C)c3oc2=Nc2cccc(C(N)=O)c2)cc1	-4	i	i	i	12	i	i	i	i	i	-6
COc1ccc(OC)c(NC(=O)CSc2nnc(CNc3ccc(C)cc3C)o2)c1	-2	i	i	i	10	i	i	i	i	i	5
CCc1cccc(NC(=O)CCCCCC2NC(=O)NC2C)c1 (stereo not drawn)	2	i	i	i	-2	i	i	i	i	i	6
CC(C)C(NC(=O)CSCc1ccc([N+](=O)[O-])cc1)C(C)C	-9	i	i	i	-6	i	i	i	i	i	5
O=c1[nH]c(Cc2ccccn2)nc2scc(-c3ccccc3Cl)c12	-6	i	i	i	39	i	i	i	i	i	?
CC(C)C(=O)Nc1nnc(S(=O)(=O)N(C)c2ccc(Cl)cc2)s1	-2	i	i	i	13	i	i	i	i	i	-2
Cc1cccc(C)c1OCCCCN1CCNCC1	-3	i	i	i	5	i	i	i	i	i	-3
O=C(Nc1nc2ccccc2[nH]1)c1ccccc1O	-7	i	i	i	-2	i	i	i	i	i	1
CC(=O)c1c(C)[nH]c(C(=O)CSc2nnc(C)s2)c1C	-6	i	i	i	4	i	i	i	i	i	2
CCOC(=O)N1CCN(C(=O)CCCN2C(=O)CSc3nc(C)cc(C)c32)CC1	-7	i	i	i	-5	i	i	i	i	i	-4
Cc1nc2ccc(N=NN(C)C)cc2[nH]1	-7	i	i	i	5	i	i	i	i	i	4
COc1ccc(N(C)C(=O)c2oc(=O)c3ccccc3c2-c2ccccc2)c(OC)c1	-13	i	i	i	13	i	i	i	i	i	2
CCOc1ccc(C2/C(=C(/O)c3ccc(S(=O)(=O)N4CCCCC4)cc3)C(=O)C(=O)N2CCCOC)cc1OC (stereo not drawn)	-5	i	i	i	0	i	i	i	i	i	-3
COc1ccccc1NC(C)C(=O)N/N=C/c1ccccc1OCc1cccc(Br)c1 (stereo not drawn)	-6	i	i	i	17	i	-7.3*	i	i	i	3
COc1ccccc1CCNC(C)CCc1ccc(O)cc1 (stereo not drawn)	-8	i	i	i	2	i	i	i	i	i	2
COc1ccc(-c2c(C#N)c(N)nc3c2CCCCCC3)cc1OC	-3	i	i	i	0	i	i	i	i	i	-3
Cc1nc2c(ccc3nc(NC(=O)Cc4cccc5ccccc45)sc32)s1	-8	i	i	i	31	i	i	i	i	i	-1
CCCN(CCC)S(=O)(=O)c1ccc(C(=O)NNc2nc(-c3ccccc3)c3cc(Br)ccc3n2)cc1	-8	i	i	i	10	i	i	i	i	i	-1
O=C1C(Cc2ccccc2)NC(=S)N1Cc1ccccc1 (stereo not drawn)	-12	i	i	i	1	i	i	i	i	i	3
N/C(=N\OC(=O)CCC1CCCC1)c1ccccc1	-5	i	i	i	-1	i	i	i	i	i	4
O=C(Nc1ccc(F)cc1)OCCN1CCN(Cc2ccccc2)CCC1=O	-8	i	i	i	0	i	i	i	i	i	-2
COC(=O)c1ccc(Nc2cc(C)nc3ccc(C)cc23)cc1	-8	i	i	i	-4	i	i	i	i	i	4
CCCS(=O)(=O)C(=C(Nc1ccc(OC)cc1)Nc1ccc(OC)cc1)S(=O)(=O)CCC	-2	i	i	i	3	i	i	i	i	i	1
CCOC1(OCC)C(c2ccc(N)cc2)C(C#N)(C#N)C1(OCC)OCC (stereo not drawn)	-7	i	i	i	-6	i	i	i	i	i	?
CSc1cccc(NC(=O)CN2C(=O)c3ccccc3S2(=O)=O)c1	6.5*	i	i	i	2	21*	i	i	i	i	-9
CC(C)(C)Nc1nc2cc([N+](=O)[O-])ccc2o1	-7	i	i	i	1	i	i	i	i	i	3
COc1cc(C(=O)NCCc2ccc(S(=O)(=O)N3CCCC3)cc2)cc(OC)c1OC	-7	i	i	i	-7	i	i	i	i	i	-1
CCC(C(=O)NC1CC1)n1nc(C)c2c(C)n(-c3ccc(C)cc3)nc2c1=O (stereo not drawn)	-6	i	i	i	-2	i	i	i	i	i	-3
Cc1occc1-c1nnc(SCC(=O)N2CCN(c3ccc(F)cc3)CC2)n1C	-6	i	i	i	-2	i	i	i	i	i	-1

# Assay outcomes deposited in PubChem BioAssay by several laboratories.
